UHRF1 MBD2 ctr: blocks human UHRF1 binding to methylated DNA | Q96T88 | UHRF1 binding to methylated oligo, TR-FRET | inhibition, % at 4.4 µM | hit rate 0.75% among 370,000; in the data active means inhibition above about 21%;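 further: UHRF1 SRA domain binding a hemimethylated CpG hairpin DNA probe; 0% = median of test compound wells and 100% = reference inhibitor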
PRMT1 inh: inhibitors of human PRMT1; recombinant PRMT1, activity-based probe fluorescence polarization; hit rate 1.3% among 370,000; AID 652257; Q99873; inhibition, % at 2.79 µM;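 active means inhibition above about 21% made by adding two undisclosed values, limit read from the data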
Target sequence (Q99873 whole entry, looked up): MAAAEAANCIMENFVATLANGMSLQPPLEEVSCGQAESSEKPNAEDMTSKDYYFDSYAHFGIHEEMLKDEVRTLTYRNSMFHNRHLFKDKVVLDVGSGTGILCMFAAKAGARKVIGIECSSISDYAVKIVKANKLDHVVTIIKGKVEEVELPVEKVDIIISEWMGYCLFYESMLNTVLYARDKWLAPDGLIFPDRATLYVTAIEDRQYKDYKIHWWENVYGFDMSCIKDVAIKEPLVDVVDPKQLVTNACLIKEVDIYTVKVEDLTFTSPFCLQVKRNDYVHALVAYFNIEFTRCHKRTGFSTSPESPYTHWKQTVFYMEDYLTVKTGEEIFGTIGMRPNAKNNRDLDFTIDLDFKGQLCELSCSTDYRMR
GC-A act: GC-A (human) enzyme activation; P16066; HEK293 GC-A cells, cGMP TR-FRET, EC30 ANP; 0% at EC30 ANP, 100% saturating ANP; activation, % at 10 µM; hit rate 0.14% among 370,000; in the data active means activation above about 40%
HTRA1 inh: HTRA1 (human) protease inhibition; Q92743; recombinant HTRA1, FP-rhodamine activity-based probe, fluorescence polarization; inhibition, % at 5.96 µM; hit rate 0.5% among 340,000; in the data active means inhibition above about 36%;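 further: 0% = enzyme with DMSO and 100% = wells lacking enzyme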
Target sequence (Q92743 whole entry, looked up): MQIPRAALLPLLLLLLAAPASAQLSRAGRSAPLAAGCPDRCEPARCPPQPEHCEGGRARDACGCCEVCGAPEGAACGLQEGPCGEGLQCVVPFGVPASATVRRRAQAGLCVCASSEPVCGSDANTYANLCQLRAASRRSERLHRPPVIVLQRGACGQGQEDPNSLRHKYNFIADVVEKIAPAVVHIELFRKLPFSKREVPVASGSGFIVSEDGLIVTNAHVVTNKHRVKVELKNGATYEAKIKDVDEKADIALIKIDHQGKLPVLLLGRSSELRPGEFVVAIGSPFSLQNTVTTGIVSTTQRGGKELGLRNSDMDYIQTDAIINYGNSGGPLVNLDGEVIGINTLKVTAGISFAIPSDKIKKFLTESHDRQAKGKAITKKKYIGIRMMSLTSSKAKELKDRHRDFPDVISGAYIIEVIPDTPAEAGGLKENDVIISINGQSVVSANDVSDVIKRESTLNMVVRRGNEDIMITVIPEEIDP
ABHD4 inh: ABHD4 (mouse) inhibition, primary FP screen | Q8VD66 | purified mABHD4, FP-Rh probe fluorescence polarization | inhibition, % at 8.92 µM | hit rate 0.54% among 370,000;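 active means inhibition exceeding the mean over every tested compound plus 3 SD, cut at about 30% in these data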;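 further: 0% = plate median of compound wells and 100% = S159A mutant with DMSO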
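Test system: mouse ABHD4 enzyme, wild type. Reagent: FP-Rh fluorescent activity-based probe, added after compound pre-incubation. Timing: pre-incubation 45 min, probe exposure 60 min, at 25 °C. Technique: FP readout, ex 525 nm / em 598 nm. Benchmarks: high control S159A mutant with DMSO, low control median of compound wells.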
SIAE primary: human SIAE inhibition, primary screen; Q9HAT2; SIAE FP-Rh probe binding, fluorescence polarization; inhibition, % at 9.66 µM; hit rate 0.69% among 370,000; AID 1053197;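 active means inhibition above a cutoff: mean of compounds within the control limits plus 3 SD of those, cut at about 17% in these data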;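 further: 0% = plate median of compound wells and 100% = probe without SIAE protein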
MBD2 inh: MBD2-methylated oligo binding inhibition. TR-FRET, MBD2 binding to methylated oligonucleotide. inhibition, % at 4.4 µM. hit rate 0.31% among 370,000; in the data active means inhibition above about 13%
TCR CD3 inh: human TCR-CD3 binding inhibition. TAMRA-labeled TCR probe fluorescence, biochemical. hit rate 0.37% among 360,000. AID 651800. inhibition, % at 9.4 µM; in the data active means inhibition above about 19%;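 further: recombinant mutant TCR 2C K166C tagged with TAMRA read by polarization; 0% = receptor in buffer alone and 100% = receptor with positive control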
rCAG RNA binder: binds r(CAG) RNA repeats. r(CAG) RNA repeat, TO-PRO-1 dye displacement fluorescence. AID 651821. hit rate 1.3% among 370,000. inhibition, % at 3 µM;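 active means inhibition above the plate cutoff, the mean of all test compounds on that plate plus 3 SD, cut at about 35% in these data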;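 further: 0% = DMSO alone and 100% = 100 µM mitoxantrone as full dye displacement; higher means more dye released from RNA so lower well fluorescence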
NPR2 activator: GC-B (human) receptor activation | P20594 | HEK293-GC-B cells, CNP EC30, cGMP TR-FRET; 0% at EC30 CNP, 100% saturating CNP | AID 1920062 | activation, % at 10 µM | hit rate 0.11% among 370,000;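 active means activation at 10 µM reaching about 35% in either raw or pattern-adjusted values, limit read from the data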
* = called active by the depositor; · = not tested or not shown. Only part of the results is shown; rates above refer to the full screens.

Screens in order: UHRF1 MBD2 ctr, PRMT1 inh, GC-A act, HTRA1 inh, ABHD4 inh, SIAE primary, MBD2 inh, TCR CD3 inh, rCAG RNA binder, NPR2 activator
O=C1NCCN/C1=C\C(=O)c1ccccc1
→ 1, -1, 1, 3, 3, 2, -1, -1, -4, 2
C[C@H](CO)N1C[C@H](C)[C@@H](CN(C)S(=O)(=O)c2ccccc2)Oc2ccc(NC(=O)Cc3ccccc3)cc2C1=O
→ 5, 1, -1, -21, -1, -5, -3, 3, 8, 1
C[C@]12C=CC(=O)C=C1CC[C@@H]1C2[C@@H](O)C[C@@]2(C)C1CC[C@]2(O)C(=O)COC(=O)CCC(=O)O (stereo not given in full)
→ -1, 2, 3, -2, 4, -5, -4, -3, 4, 3
Cc1ccccc1C(=O)NNC(=O)c1cccn1C
→ 5, 6, 2, 4, -12, -8, 9, -1, 2, 2
O=C(Cn1cccc1)Nc1ccc(OC(F)(F)F)cc1
→ 1, 0, -1, 5, -5, 3, 3, 11, -4, -3
COC(=O)C1=C(C)N(C)C(C)=C(C(=O)OC)C1c1ccncc1
→ 2, -1, -2, -1, 2, 2, 2, -2, 0, -7
O=C(CSc1nc2ccc(NC(=O)c3ccccc3C(=O)O)cc2s1)Nc1c(Cl)cccc1Cl
→ 5, 0, -1, 2, 0, 0, 3, -7, 9, 0
COc1ccccc1-c1nnc(SCC(=O)NCc2c(C)c(Cl)cc(C(C)C)c2O)o1
→ 43*, 2, -8, -4, -4, -22, 0, 1, -2, 1
CCOc1ccc(/C=C/C(=O)c2c(O)cc(C)oc2=O)cc1
→ 0, -2, 2, 5, -9, 16, -4, 4, 28, -6
CC(=O)c1ccc(NS(=O)(=O)c2cccc(C(=O)Nc3ccccc3C(=O)O)c2)cc1
→ -2, -2, -1, -1, -14, -4, 0, 5, 49*, 4
CC(=O)N1CCN(c2ccc(NC(=O)COc3ccc(Cl)cc3Cl)cc2)CC1
→ -3, -2, 11, 7, 2, 11, -2, -13, -7, 10
COc1cccc(OCCNS(=O)(=O)c2cccc([N+](=O)[O-])c2)c1
→ -1, 2, -1, 4, -2, -1, -7, -2, 0, -2
S=c1nc(C2CC2)[nH]c2ccccc12
→ -3, 18, 1, -5, -2, -5, 3, 0, 7, 4
COc1ccccc1Nc1nc(-c2ccccc2)nc2ccccc12
→ -3, 1, -2, -55, -25, -20, -3, 9, 15, -5
CCCN(C(=O)C1=COCCO1)c1c(N)n(Cc2ccccc2)c(=O)[nH]c1=O
→ -2, -4, 0, 3, -5, 0, -5, 2, -2, -1
CC(=O)NNc1nc(-c2ccc(C)cc2)cs1
→ 0, 5, 2, 1, -2, 3, 4, 1, 4, 5
CN(C(=O)c1ccccc1)C1(C)CCS(=O)(=O)C1 (stereo not given)
→ 0, -5, 1, -7, 0, -4, 0, 4, -1, 8
O=C(NCC1CCCO1)c1cc(C(=O)c2ccc(Cl)cc2Cl)c[nH]1 (stereo not given)
→ 17, -2, 2, -3, -7, -3, 1, -5, -2, -4
O=S(=O)(c1ccc(F)cc1)N1CN(Cc2ccco2)c2nc3ccccc3nc21
→ -6, 26*, -1, 46*, 45*, 34*, -2, 46*, 0, -3
Cn1c(=O)n(C)c2cc(NC(=O)c3cccc([N+](=O)[O-])c3)c(Br)cc21
→ 3, 7, -4, 2, -13, 6, 6, -4, -3, -1
COc1ccc(Cc2nnc(NC(=O)c3ccccc3F)s2)cc1
→ -3, -2, 0, -1, -5, 6, -2, -3, -4, 5
N#CCc1ccccc1C(=O)OCC(=O)N(Cc1ccccc1)Cc1ccccc1
→ 1, 0, -2, -15, -7, -8, 2, 1, 2, -8
COc1ccc(N(CC(=O)Nc2ccc(F)c(F)c2)S(=O)(=O)c2c(C)[nH]c(=O)[nH]c2=O)cc1
→ 1, 6, 5, -1, 3, -3, -1, -10, 15, -2
C=CCn1c(SCC(=O)NC2CCCC2)nc2sc(C)cc2c1=O
→ 0, -3, -5, -3, 3, -3, -3, 9, -2, -3
Cc1nn(Cc2c(F)c(F)c(F)c(F)c2F)c(C)c1NC(=O)c1nn(C)cc1[N+](=O)[O-]
→ 2, -3, 2, 1, -2, 3, -6, 6, -2, 6
COc1ccc(/C=N/Nc2nnc(Cc3ccc(OC)c(OC)c3)c(=O)[nH]2)cc1
→ 4, -3, 2, -1, -4, -4, -5, -2, 7, -1
COC(=O)[C@H](Cc1ccccc1)NC(=O)NCCc1ccc(F)cc1
→ 1, 1, 0, ·, 5, 3, 3, -1, -2, 4
Cc1c(C(=O)NCCC2=CCCCC2)oc2ccc(S(=O)(=O)N3CCC4(CC3)OCCO4)cc12
→ -2, -2, -2, -17, -13, -12, -4, 4, -2, 12
CCCCC1Cc2[nH]c(=S)[nH]c(=O)c2C(c2ccc(Cl)cc2)O1 (stereo not given)
→ 13, 7, -4, ·, -2, 2, 2, -4, 9, 3
Cc1ccc(/C=C/c2nnc(-c3ccc(C)cc3)o2)cc1
→ -2, -2, -7, -12, 3, 2, -4, -2, 0, 4

In a second layout: results already given
> CC(=O)NNc1nc(-c2ccc(C)cc2)cs1
  UHRF1 MBD2 ctr: 0; PRMT1 inh: 5; GC-A act: 2; HTRA1 inh: 1; ABHD4 inh: -2; SIAE primary: 3; MBD2 inh: 4; TCR CD3 inh: 1; rCAG RNA binder: 4; NPR2 activator: 5
> CN(C(=O)c1ccccc1)C1(C)CCS(=O)(=O)C1 (stereo not given)
  UHRF1 MBD2 ctr: 0; PRMT1 inh: -5; GC-A act: 1; HTRA1 inh: -7; ABHD4 inh: 0; SIAE primary: -4; MBD2 inh: 0; TCR CD3 inh: 4; rCAG RNA binder: -1; NPR2 activator: 8
> O=C(NCC1CCCO1)c1cc(C(=O)c2ccc(Cl)cc2Cl)c[nH]1 (stereo not given)
  UHRF1 MBD2 ctr: 17; PRMT1 inh: -2; GC-A act: 2; HTRA1 inh: -3; ABHD4 inh: -7; SIAE primary: -3; MBD2 inh: 1; TCR CD3 inh: -5; rCAG RNA binder: -2; NPR2 activator: -4
> O=S(=O)(c1ccc(F)cc1)N1CN(Cc2ccco2)c2nc3ccccc3nc21
  UHRF1 MBD2 ctr: -6; PRMT1 inh: 26*; GC-A act: -1; HTRA1 inh: 46*; ABHD4 inh: 45*; SIAE primary: 34*; MBD2 inh: -2; TCR CD3 inh: 46*; rCAG RNA binder: 0; NPR2 activator: -3

Next results:
Screens in order: UHRF1 MBD2 ctr, PRMT1 inh, GC-A act, HTRA1 inh, ABHD4 inh, SIAE primary, MBD2 inh, TCR CD3 inh, rCAG RNA binder, NPR2 activator
O=C(CCN1C(=O)C2C3C=CC(C3)C2C1=O)Nc1ccccc1 (stereo not given)
→ 0, -2, 0, 6, 3, 2, 3, 5, 3, -4
O=C(Nc1ccc(CN2CCOCC2)cc1)c1cc(Cl)ccc1Cl
→ -4, -3, 5, 1, -3, 2, -3, -6, -3, 4
O=C(/C=C/c1ccco1)OCc1nnc(-c2ccc(Cl)cc2)o1
→ 1, 15, 3, -10, 0, -5, -2, -4, 3, -8
Cc1ccc(C2=NN(C(=S)Nc3ccccc3)C(c3ccco3)C2)cc1 (stereo not given)
→ -1, -1, -2, -32, 6, -10, 0, -2, 6, 7
CCn1c(N)c(C(=O)NC2CCCCC2)sc1=S
→ -4, -1, 3, 5, 1, 6, -5, 5, -2, -3
O=C(O)c1cc(-c2ccccc2)n(-c2ccccc2C(=O)O)n1
→ 9, 3, 8, -1, -13, -6, 3, 0, 1, 2
CCC(C)c1ccc(O)c(NC(=O)c2cncc(Br)c2)c1 (stereo not given)
→ 5, -2, 3, -31, 8, -2, 2, 7, 8, -1
Cn1ncc2c(N3CCN(c4ccc(Cl)c(Cl)c4)CC3)ncnc21
→ 1, 3, 1, 0, -6, -7, 4, -12, -2, -1
CCOCCCn1cnc2c(c1=O)c1nc3ccccc3nc1n2-c1ccccc1
→ -4, -1, 1, -4, 9, -3, 3, 1, -1, -7
Cc1cccc(NC(=O)COc2ccc(Br)cc2/C=N/O)c1
→ -1, 0, -8, -49, -25, -14, -2, 0, 0, -13
CCn1c(SCC(=O)NCc2ccccc2)nnc1-c1c[nH]c2ccccc12
→ -2, -2, -2, -2, 7, -3, 3, 1, -1, -1
CC(C)NC(=O)C1CCN(Cc2cccc(Oc3ccccc3)c2)CC1
→ -2, 1, -2, 7, 12, 3, -3, 5, -7, -2
O=c1[nH]c(COc2ccc(Br)cc2Cl)nc2ccccc12
→ 4, 0, -6, -25, -8, -22, 6, -4, 7, -5
CC(=O)c1cnc(Nc2cccc(Cl)c2Cl)s1
→ 3, -3, 5, 3, -6, -2, 1, -3, 1, 5
Cc1ccc(S(=O)(=O)N(CC(=O)NCc2ccco2)c2ccccc2C)cc1
→ 1, 3, 1, -8, 0, 0, 4, 2, -4, -3
COC(=O)C1=C(C)NC(=S)NC1c1ccc(OC(=O)c2ccco2)cc1 (stereo not given)
→ 1, -1, 4, 1, -4, 4, -1, -3, 2, 6
COc1ccc(NC(=S)Nc2ccc(OC)cc2OC)c(OC)c1
→ 0, -4, -1, 2, 5, 8, -2, 0, 2, 3
COc1ccccc1C=C1CCc2ccccc2C1=O
→ -1, 1, -4, ·, 7, 7, 1, -1, 9, 1
Cc1cc(NC(=O)C2CC(=O)N(c3ccccc3)C2)no1 (stereo not given)
→ 0, 0, 2, 1, 2, -2, 3, 1, -3, -4
CCCCCSc1nnc2c(n1)OC(C)N(C(C)=O)c1ccccc1-2 (stereo not given)
→ -1, 0, 3, 0, 3, -3, 2, 3, 0, 6
Cn1c(=O)[nH]c(=O)c2c1nc(CN1CCOCC1)n2CCCc1ccccc1
→ 1, 1, 0, -13, -3, -4, 0, 2, 0, -4
COc1ccccc1CC(O)CC1c2c(cc3c(c2OC)OCO3)CCN1C (stereo not given)
→ 0, -4, -66, 2, -2, -1, -3, 3, -3, -23
O=C1CCCCN1CCC(=O)N1CCCC(Nc2ccc(F)c(F)c2)C1 (stereo not given)
→ 4, 6, 1, 2, -1, -3, 1, -6, -5, 4
CS(=O)(=O)Nc1cccc(C2=NN(S(=O)(=O)c3ccccc3)C(c3cccs3)C2)c1 (stereo not given)
→ 9, -2, -3, -15, -4, -15, -1, 2, 10, 1
Cc1cc(NC(=O)c2cccs2)ncc1NC(=O)c1cccc(F)c1
→ -3, -3, 3, 1, -2, 3, 1, 2, 1, 3
Cc1ccc(C)c(NC(=O)CSc2nnc(CNC(=O)c3cccs3)o2)c1
→ 4, -1, -4, -1, -10, -2, 6, -3, 3, 0
CC(=O)NS(=O)(=O)c1ccc(NC(=S)NC(=O)c2ccco2)cc1
→ 1, -2, 2, 7, 2, -11, 1, 2, 2, 3
CC(=O)c1ccc(NC(=O)C2=CC(c3cccs3)=NS(=O)(=O)N2C)cc1
→ 0, 2, -1, -2, -7, -1, -2, 8, 6, -4

Screens as filed in PubChem BioAssay.
